# Screens as filed in PubChem BioAssay.
# OTUD3 block: inhibitors of human OTUD3 deubiquitinase; 47,000 tested, 0.7% active; inhibition, % at 25 µM; purified OTUD3, Ub-rhodamine fluorescence, 2 h; AID 1645858, 2021; OTU domain-containing protein 3 (Homo sapiens), Q5T2D3
# USP17 inh: inhibitors of human USP17 deubiquitinase. 47,000 tested, 6.5% active. AID 1645855, 2021. inhibition, % at 50 µM. purified USP17, Ub-rhodamine cleavage fluorescence, 3 h
# USP28 inh: inhibitors of human USP28 deubiquitinase; Ubiquitin carboxyl-terminal hydrolase 28 (Homo sapiens), Q96RU2; purified USP28, Ub-rhodamine cleavage fluorescence, 30 min; inhibition, % at 25 µM; 47,000 tested, 3% active; AID 1645857, 2021
# USP10 inh: inhibitors of human USP10 deubiquitinase; inhibition, % at 20 µM; 47,000 tested, 1.1% active; Ubiquitin carboxyl-terminal hydrolase 10 (Homo sapiens), Q14694; purified USP10, Ub-rhodamine fluorescence, 60 min; AID 1645856, 2021
# USP30 inh: inhibitors of human USP30 deubiquitinase | Ubiquitin carboxyl-terminal hydrolase 30 (Homo sapiens), Q70CQ3 | 47,000 tested, 5.3% active | inhibition, % at 25 µM | purified USP30, Ub-rhodamine cleavage fluorescence | AID 1645860, 2021
# USP8 block: inhibitors of human USP8 deubiquitinase | purified USP8, Ub-rhodamine cleavage fluorescence, 30 min | inhibition, % at 20 µM | 47,000 tested, 4.2% active | Ubiquitin carboxyl-terminal hydrolase 8 (Homo sapiens), P40818
# Target sequence (P40818 whole entry, looked up): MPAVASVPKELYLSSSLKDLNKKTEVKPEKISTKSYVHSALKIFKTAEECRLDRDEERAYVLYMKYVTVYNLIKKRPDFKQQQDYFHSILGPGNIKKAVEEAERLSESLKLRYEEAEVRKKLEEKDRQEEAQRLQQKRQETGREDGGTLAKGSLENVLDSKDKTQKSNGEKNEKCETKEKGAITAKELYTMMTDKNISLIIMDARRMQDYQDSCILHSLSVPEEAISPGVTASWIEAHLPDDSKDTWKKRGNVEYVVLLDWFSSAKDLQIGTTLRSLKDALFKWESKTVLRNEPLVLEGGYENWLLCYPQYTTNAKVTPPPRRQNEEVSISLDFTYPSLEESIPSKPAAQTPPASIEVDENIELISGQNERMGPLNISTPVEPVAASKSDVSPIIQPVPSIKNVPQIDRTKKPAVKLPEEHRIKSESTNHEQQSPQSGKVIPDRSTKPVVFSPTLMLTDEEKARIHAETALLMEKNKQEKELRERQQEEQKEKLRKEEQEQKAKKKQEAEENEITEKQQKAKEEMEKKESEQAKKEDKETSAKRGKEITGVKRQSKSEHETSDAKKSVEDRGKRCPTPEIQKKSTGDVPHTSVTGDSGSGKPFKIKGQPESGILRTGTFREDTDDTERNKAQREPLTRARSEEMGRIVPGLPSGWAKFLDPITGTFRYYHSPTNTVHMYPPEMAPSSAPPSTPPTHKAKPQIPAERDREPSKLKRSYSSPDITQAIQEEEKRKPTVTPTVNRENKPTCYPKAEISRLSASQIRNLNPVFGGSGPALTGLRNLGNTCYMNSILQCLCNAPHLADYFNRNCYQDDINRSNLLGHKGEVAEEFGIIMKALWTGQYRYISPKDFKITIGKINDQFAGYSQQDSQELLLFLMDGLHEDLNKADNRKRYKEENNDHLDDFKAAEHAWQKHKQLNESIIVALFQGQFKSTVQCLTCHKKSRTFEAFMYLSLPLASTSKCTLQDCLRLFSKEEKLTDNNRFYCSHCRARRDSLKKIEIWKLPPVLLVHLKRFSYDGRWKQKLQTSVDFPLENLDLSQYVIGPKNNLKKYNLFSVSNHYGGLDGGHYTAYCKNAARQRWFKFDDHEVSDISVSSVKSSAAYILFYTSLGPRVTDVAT
# USP7 block: inhibitors of human USP7 deubiquitinase. Ubiquitin carboxyl-terminal hydrolase 7 (Homo sapiens), Q93009. purified USP7, Ub-rhodamine cleavage fluorescence. inhibition, % at 20 µM. 47,000 tested, 0.3% active. AID 1645854, 2021
# UCHL1 inh: inhibitors of human UCHL1 deubiquitinase. Ubiquitin carboxyl-terminal hydrolase isozyme L1 (Homo sapiens), P09936. 47,000 tested, 0.2% active. purified UCHL1, Ub-rhodamine cleavage fluorescence. inhibition, % at 20 µM
# * marks the source's active call; other numbers are inactive results; i = inactive; x = no result given. No stated cut-off is given here; in the data, active means inhibition above about 30%; inactive means the rest. Rows were taken by chance. About 13% of those tested had a hit in this group.
SMILES,OTUD3 block,USP17 inh,USP28 inh,USP10 inh,USP30 inh,USP8 block,USP7 block,UCHL1 inh
Cn1cc(C(=O)NCCC2=CCCCC2)c(S(=O)(=O)N2CCCCC2)n1,-8,-63,-20,-4,-26,-240,-48,0
O=C(NC1CCN(c2nc(-c3ccccc3)nc3ccccc23)CC1)C1CCOC1 (centres undefined),2,-6,5,-3,-2,4,x,2
Cn1nc(C(=O)N2CCCC2)c2c1CN(Cc1ccc3c(c1)OCO3)C2,4,-16,0,0,13,-169,2,2
CN(CC(=O)Nc1nc(-c2ccc3c(c2)CCN3C(=O)C2CC2)cs1)C1CCCCC1,-7,-1,-10,0,-28,3,x,0
Cc1c(CC(=O)N2CCC[C@H]2C(=O)O)c(=O)oc2cc(O)c(Cl)cc12,-9,7,-5,0,-16,0,2,-3
CC12C=CC3(O1)C(C(=O)N(C1CCCCCC1)C3C(=O)NC1CCCCC1)C2C(=O)Nc1ccc(F)cc1 (centres undefined),4,-2,4,1,23,1,-123,1
COc1cccc(NC(=O)Cn2cnc3c(c2=O)CCN(Cc2ccccc2)C3)c1,2,x,0,-9,-2,-28,-1,-2
Cc1cc(F)ccc1NC(=O)Cc1c(C)nc2c(-c3ccccc3)c(C)nn2c1C,-1,0,-3,1,1,-3,2,0
COc1ccc(-c2ocnc2C(=O)NCc2ccc(F)cc2)cc1OC,1,3,14,-1,-10,4,1,2
COc1ccc(Cn2ccc3nc(N4CCOCC4)c(C#N)cc3c2=O)cc1,-6,68*,31*,-1,54*,0,2,0
COc1ccc(CNS(=O)(=O)c2cc3[nH]c4c(c3cc2C)C(=O)CCC4)cc1,-1,-30,23,2,-50,-15,0,-1
O=C(c1cncc(Br)c1)N1CCCc2ccccc21,14,18,22,4,19,0,1,0
CC(=O)c1cccc(NC(=O)c2cc(-c3cccnc3)n[nH]2)c1,-2,78*,91*,7,86*,4,1,5
COc1cccc(CCN2C[C@@]34CN(Cc5cnn(C)c5)C[C@@H](C[C@@H]3S2(=O)=O)O4)c1,-10,-13,-12,3,-14,-3,-1,-2
Cc1ccc(NC(=O)CNC(=O)c2cc3ccccc3o2)cc1F,8,-5,3,2,-9,29,5,0
CCN(CC)c1ccc2c(c1)OC(=O)NC2(c1ccc(OC)cc1)C(F)(F)F (centres undefined),-10,-3,-3,-10,-11,0,6,2
O=C(C1CCN(Cc2ccncc2)CC1)N1CCN(Cc2ccccc2)CC1,12,-40,-8,-6,-11,-11,2,-2
Cc1nc(Nc2ncccn2)cc(C2CCCN2S(=O)(=O)N(C)C)n1 (centres undefined),-9,0,-13,-4,-12,-3,8,-6
CC1CC(c2ccccc2)n2nc(NC(=O)c3cccnc3)nc2N1 (centres undefined),-1,7,x,1,x,2,-1,0
c1ccc(-n2nnc(-c3noc(-c4ccco4)n3)c2-c2ccncc2)cc1,5,17,4,2,18,21,3,2
O=C1CC(c2ccccc2F)c2ncn(-c3cccc(F)c3)c2N1 (centres undefined),-172,-134,-222,-4,i,-223,-136,-145
COc1cccc(OC)c1C(=O)Nc1cccc(-c2ccc(N3CCN(C)CC3)nn2)c1,0,41*,4,-1,-13,16,5,0
c1ccc2c(c1)CCCN2Cc1nnc2n1CCCCC2,-22,-45,-37,-4,-162,-18,-8,-10
COc1ccccc1NC(=O)CC1COc2ccccc2NC1=O (centres undefined),0,-10,-10,-3,-12,-10,-2,-2
COc1ccc(-c2c(NC(=O)c3ccccc3)oc3ccccc3c2=O)cc1,-6,-5,-8,5,0,-4,-8,1
O=C(NC1CCCCC1)c1cccn1Cc1noc(C2CC2)n1,-6,-15,-14,-1,-14,-7,-10,-6
Cc1cccc(-n2nnc(-c3nc(-c4ccccc4F)no3)c2N)c1C,1,14,-1,-10,-6,15,-1,-3
CN(C)S(=O)(=O)c1cccc(C(=O)OCc2ccccc2C#N)c1,8,0,36*,0,22,-1,0,1
Cc1oc(-c2ccc(NC(=O)C(C)(C)C)cc2)nc1Cn1cccn1,-13,-19,19,-1,-38,-4,-11,0
CC1(C)OC(=O)[C@@]2(C)N[C@]1(C)C[C@@H]2C(=O)Nc1ccc(F)cc1,8,5,1,0,-124,17,4,0
CC(C)c1noc(CN2CCC(C3CCCCCN3S(=O)(=O)c3ccccc3)CC2)n1 (centres undefined),7,9,4,-5,-10,19,7,2
O=C(NCCc1ccc(Cl)cc1)C1CCN(C(=O)Cn2nnc3ccccc32)C1 (centres undefined),7,5,10,1,22,9,4,4
COc1ccc(C(=O)Nc2cccc(-c3csc(C)n3)c2)cc1OC,-16,-10,46*,-1,-7,-10,-1,2
Cc1ncc(-c2cncc(CC3CCN(Cc4cccnc4)CC3)n2)n1C,1,6,-1,4,-3,0,1,0
COC(=O)c1ccc(CN(C)C(=O)c2ccc(-c3nnc(-c4ccccc4)o3)cc2)cc1,0,17,4,9,17,8,4,4
O=C(Nc1ccc(F)cc1)Nc1ccc(NC(=O)c2ccccc2O)cc1,0,34*,-3,25,-13,52*,14,4
O=C(COc1ccc(N2CC(C(=O)NCc3ccccc3)CC2=O)cc1)Nc1ccc(F)cc1 (centres undefined),12,60*,23,22,58*,64*,26,8
O=C(C1CCN(c2nc(-c3ccccc3)no2)CC1)N1CCN(Cc2ccccc2)CC1,0,-1,-1,1,10,9,6,4
COc1ccc(CN(CC(=O)NCC2CCCO2)C(=O)CCC(=O)Nc2ccccn2)cc1 (centres undefined),3,0,-29,-2,3,6,0,-1
CC(OC(=O)c1cccc(S(=O)(=O)N(C)c2ccccc2)c1)C(=O)Nc1cccc(S(=O)(=O)N2CCOCC2)c1 (centres undefined),-10,-9,-6,-4,-13,-14,1,-1
COCCn1ccc(-c2cc(C(=O)N3CCC(N(C)C)C3)c3ccccn23)n1 (centres undefined),-50,-61,-50,-4,-229,-92,-2,-4
COc1ccc(CC(=O)N2CCC([C@@H]3C[C@H](C(F)F)n4nc(C)cc4N3)CC2)cc1C,-6,-60,-14,-1,-15,-289,-2,0
COc1ccc(-n2nnnc2CNC(=O)Nc2ccc(C)cc2)cc1,5,14,0,6,14,-26,4,2
COc1ccccc1CNC(=O)[C@H](CCSC)NC(=O)[C@@H]1Cc2c([nH]c3ccccc23)C2c3ccccc3C(=O)N21 (some centres undefined),8,16,1,0,6,9,4,3
CCN(CC)c1ncnc2c1cnn2-c1ccc(C)cc1C,1,0,0,-1,2,-1,-1,0

# In another format: 16 of the compounds above
Molecule	OTUD3 block	USP17 inh	USP28 inh	USP10 inh	USP30 inh	USP8 block	USP7 block	UCHL1 inh
CC1(C)OC(=O)[C@@]2(C)N[C@]1(C)C[C@@H]2C(=O)Nc1ccc(F)cc1	8	5	1	0	-124	17	4	0
CC(C)c1noc(CN2CCC(C3CCCCCN3S(=O)(=O)c3ccccc3)CC2)n1 (centres undefined)	7	9	4	-5	-10	19	7	2
O=C(NCCc1ccc(Cl)cc1)C1CCN(C(=O)Cn2nnc3ccccc32)C1 (centres undefined)	7	5	10	1	22	9	4	4
COc1ccc(C(=O)Nc2cccc(-c3csc(C)n3)c2)cc1OC	-16	-10	46*	-1	-7	-10	-1	2
Cc1ncc(-c2cncc(CC3CCN(Cc4cccnc4)CC3)n2)n1C	1	6	-1	4	-3	0	1	0
COC(=O)c1ccc(CN(C)C(=O)c2ccc(-c3nnc(-c4ccccc4)o3)cc2)cc1	0	17	4	9	17	8	4	4
O=C(Nc1ccc(F)cc1)Nc1ccc(NC(=O)c2ccccc2O)cc1	0	34*	-3	25	-13	52*	14	4
O=C(COc1ccc(N2CC(C(=O)NCc3ccccc3)CC2=O)cc1)Nc1ccc(F)cc1 (centres undefined)	12	60*	23	22	58*	64*	26	8
O=C(C1CCN(c2nc(-c3ccccc3)no2)CC1)N1CCN(Cc2ccccc2)CC1	0	-1	-1	1	10	9	6	4
COc1ccc(CN(CC(=O)NCC2CCCO2)C(=O)CCC(=O)Nc2ccccn2)cc1 (centres undefined)	3	0	-29	-2	3	6	0	-1
CC(OC(=O)c1cccc(S(=O)(=O)N(C)c2ccccc2)c1)C(=O)Nc1cccc(S(=O)(=O)N2CCOCC2)c1 (centres undefined)	-10	-9	-6	-4	-13	-14	1	-1
COCCn1ccc(-c2cc(C(=O)N3CCC(N(C)C)C3)c3ccccn23)n1 (centres undefined)	-50	-61	-50	-4	-229	-92	-2	-4
COc1ccc(CC(=O)N2CCC([C@@H]3C[C@H](C(F)F)n4nc(C)cc4N3)CC2)cc1C	-6	-60	-14	-1	-15	-289	-2	0
COc1ccc(-n2nnnc2CNC(=O)Nc2ccc(C)cc2)cc1	5	14	0	6	14	-26	4	2
COc1ccccc1CNC(=O)[C@H](CCSC)NC(=O)[C@@H]1Cc2c([nH]c3ccccc23)C2c3ccccc3C(=O)N21 (some centres undefined)	8	16	1	0	6	9	4	3
CCN(CC)c1ncnc2c1cnn2-c1ccc(C)cc1C	1	0	0	-1	2	-1	-1	0

# The list continues.
SMILES,OTUD3 block,USP17 inh,USP28 inh,USP10 inh,USP30 inh,USP8 block,USP7 block,UCHL1 inh
O=C(Nc1nc(-c2ccc3c(c2)CCN3C(=O)C2CC2)cs1)c1cnccn1,17,7,7,-1,15,-28,4,1
Cc1cccc(-n2nc(C)c3c2NC(=O)CC3C(=O)c2cc3ccccc3o2)c1 (centres undefined),-6,70*,-15,10,3,-4,0,4
O=C(Nc1ccc2sccc2c1)c1ccc2ncsc2c1,-3,11,0,-1,8,1,1,0
CN1C(=O)Cc2ccccc2C1C(=O)NCc1cccc(F)c1 (centres undefined),6,5,6,-1,7,20,-7,1
FC(F)(F)Oc1ccc(-c2cnc(NCc3ccc(Cl)cc3)nc2)cc1,23,25,20,7,34*,28,13,5
O=C(NCc1ccc(-c2nc(C3CC3)ncc2-c2ccccn2)cc1)c1ccncc1,-1,-15,-10,-4,-8,-7,-6,-2
Cc1c(CN2CCOC(c3cccc(-c4ccc(C(N)=O)cc4)n3)C2)cnn1C (centres undefined),1,-3,-12,1,0,0,-1,-3
O=C(C1CCCC1)N1CCCC1c1ccnc(Nc2cnccn2)n1 (centres undefined),-6,-7,-10,-1,-11,-2,-3,-3
Fc1ccc2[nH]cc(CCCN3CCN(c4nc5cc(Cl)ccc5s4)CC3)c2c1,-9,-2,-3,6,-6,0,5,5
COc1cccc(C(=O)NCC(c2ccco2)N2CCOCC2)c1 (centres undefined),4,-2,0,0,1,1,0,-1
CNc1nc2c(c(=O)n1Cc1ccccc1)CN(C(=O)c1ccccc1OC)CC2,7,1,8,-1,16,4,0,2
COc1cccc(CC2(NC(=O)c3ccccc3)N=C3C(C)=CC=CN3C2=O)c1OC (centres undefined),12,7,10,2,22,14,4,0
CC(C)C(=O)N1CCc2nc(C(=O)Nc3cccnc3)sc2CC1,-3,-3,-6,1,8,1,0,-1
COc1ccccc1C1c2[nH]c3ccccc3c2C[C@H]2C(=O)N(CCCN3CCOCC3)CC(=O)N12 (some centres undefined),-18,-27,-34,-7,-44,-28,-8,-4
Cc1ccc(NC(=O)c2cn(CC(=O)NC3CCCC3)c3nc(C)ccc3c2=O)cc1,-6,1,-10,-2,-96,15,0,0
COc1ccc(-c2nn(-c3ccccc3)cc2C(=O)Nc2ccc(N3CCOCC3)cc2)cc1,10,18,0,0,10,61*,1,8

# 3 entries out of the list above, ordered by the number in USP30 inh, falling.
smiles,USP30 inh
Cc1cccc(-n2nc(C)c3c2NC(=O)CC3C(=O)c2cc3ccccc3o2)c1 (centres undefined),3
O=C(C1CCCC1)N1CCCC1c1ccnc(Nc2cnccn2)n1 (centres undefined),-11
Cc1ccc(NC(=O)c2cn(CC(=O)NC3CCCC3)c3nc(C)ccc3c2=O)cc1,-96
